mcGAS inh = cyclic GMP-AMP synthase inhibitors, mouse, primary biochemical chemiluminescence. Q8C6L5. inhibition, % at 12.5 µM. actives 0.15% (n = 160,000). recombinant cGAS, Kinase-Glo ATP depletion luminescence. AID 1259399, 2018;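 also: 0% = negative control wells and 100% = reference inhibitor with no enzyme activity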
NPYLR7 agonist = agonists of mosquito NPYLR7 receptor, primary screen, cell-based, Aedes aegypti, calcium fluorescence, mosquito biting behavior; activation, % at 10 µM; actives 0.15% (n = 270,000); Aedes aegypti neuropeptide Y-like receptor 7 (NPYLR7); HEK293T NPYLR7/Galpha15, GCaMP6s calcium fluorescence; in the data active = activation above about 40%;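 also: 0% = vehicle and 100% = reference agonist at the receptor; some compounds past the cut are filed as inactive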
hcGAS inh = Primary biochemical luminescence assay for human cyclic GMP-AMP synthase inhibitors | recombinant h-cGAS, ATP depletion, Kinase-Glo luminescence | inhibition, % at 12.5 µM | actives 0.081% (n = 290,000) | AID 1259398, 2018;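 also: 0% = vehicle reaction and 100% = reaction without DNA for no activity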
Target sequence (Q8N884 whole entry, looked up): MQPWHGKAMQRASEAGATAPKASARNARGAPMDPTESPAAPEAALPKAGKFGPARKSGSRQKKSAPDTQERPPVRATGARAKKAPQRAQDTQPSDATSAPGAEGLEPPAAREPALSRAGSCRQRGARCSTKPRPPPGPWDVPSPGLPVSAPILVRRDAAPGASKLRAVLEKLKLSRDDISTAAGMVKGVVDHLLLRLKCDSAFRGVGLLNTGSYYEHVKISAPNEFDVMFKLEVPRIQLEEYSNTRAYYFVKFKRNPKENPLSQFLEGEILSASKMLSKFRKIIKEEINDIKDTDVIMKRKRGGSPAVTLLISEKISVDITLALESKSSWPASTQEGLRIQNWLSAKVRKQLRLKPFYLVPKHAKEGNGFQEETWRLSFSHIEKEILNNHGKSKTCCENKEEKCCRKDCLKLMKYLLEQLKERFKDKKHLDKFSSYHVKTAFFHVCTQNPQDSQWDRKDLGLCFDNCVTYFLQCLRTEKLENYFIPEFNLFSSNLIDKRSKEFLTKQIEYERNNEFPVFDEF
* hit, by the source's call; & = joins results of further samples. Rule as the data show it, unless noted: active = inhibition above about 40%; inactive = the rest.

Preview:
What do the screens show for `O=C(c1ccc(NC2CCC(O)CC2)nc1)N1CCC(CCn2cccn2)CC1` (stereo not drawn)?
NPYLR7 agonist: 2; hcGAS inh: -8

What do the screens show for `O=C(Nc1ccccc1Oc1ccccc1Cl)C1CCC1`?
NPYLR7 agonist: 3; hcGAS inh: -4

How did O=C(CCN1CCc2sccc2C1c1cccc(F)c1)N1CCN(C(=O)Cc2cccs2)CC1 (stereo not drawn) do in these assays?
mcGAS inh: -5; NPYLR7 agonist: 9; hcGAS inh: -4

What do the screens show for `CCc1cccc(CC)c1NC(=O)Cn1cnnn1`?
NPYLR7 agonist: 6; hcGAS inh: -6

Results for N#CC(=Cc1ccco1)S(=O)(=O)c1ccc(Cl)cc1 ?
NPYLR7 agonist: 7; hcGAS inh: -1

All compounds of this part (from the top)
What do the screens show for `O=C(c1ccc(NC2CCC(O)CC2)nc1)N1CCC(CCn2cccn2)CC1` (stereo not drawn)?
NPYLR7 agonist: 2; hcGAS inh: -8

What do the screens show for `O=C(Nc1ccccc1Oc1ccccc1Cl)C1CCC1`?
NPYLR7 agonist: 3; hcGAS inh: -4

How did O=C(CCN1CCc2sccc2C1c1cccc(F)c1)N1CCN(C(=O)Cc2cccs2)CC1 (stereo not drawn) do in these assays?
mcGAS inh: -5; NPYLR7 agonist: 9; hcGAS inh: -4

What do the screens show for `CCc1cccc(CC)c1NC(=O)Cn1cnnn1`?
NPYLR7 agonist: 6; hcGAS inh: -6

Results for N#CC(=Cc1ccco1)S(=O)(=O)c1ccc(Cl)cc1 ?
NPYLR7 agonist: 7; hcGAS inh: -1

What do the screens show for `CCOC(=O)c1c(C)[nH]c(C(=O)COC(=O)c2ccco2)c1C`?
NPYLR7 agonist: 0; hcGAS inh: -4

How did Cc1c(C(=O)NCCCCc2ccccc2)cnc2c(-c3ccc4c(c3)OCO4)cnn12 do in these assays?
mcGAS inh: -6; NPYLR7 agonist: 14; hcGAS inh: -4

How did CC(C)SCCn1nc(C2CCCNC2)n(-c2ccccc2)c1=O (stereo not drawn) do in these assays?
NPYLR7 agonist: 17; hcGAS inh: -5

Results for CC(C(=O)Nc1ccc(CC#N)cc1)N1CCc2ccccc2C1 (stereo not drawn) ?
NPYLR7 agonist: 7; hcGAS inh: -3

What do the screens show for `CC(C)CN1CCC(CNC(=O)c2ccc(-c3ccc4c(c3)OCO4)nc2)C1` (stereo not drawn)?
NPYLR7 agonist: 17; hcGAS inh: -2

Results for COc1ccc(OC)c2nc(N(C)C)c(CN(Cc3ccc4c(c3)OCO4)C(=O)C3CCCCN3C)cc12 (stereo not drawn) ?
NPYLR7 agonist: -6; hcGAS inh: -10

Results for CC1CCC(NC(=O)c2cc3c(s2)CSC3)CC1 (stereo not drawn) ?
NPYLR7 agonist: 23; hcGAS inh: -6

How did CC1NC(=S)N(c2cccc(COCC3CCCCO3)c2)C1=O (stereo not drawn) do in these assays?
NPYLR7 agonist: 2; hcGAS inh: 2

What do the screens show for `CCOc1c(I)cc(Br)cc1C(OC(C)=O)OC(C)=O`?
NPYLR7 agonist: 9; hcGAS inh: -1

What do the screens show for `N#CC1C(=N)OC2=C(C(=O)CCC2)C1c1ccc(O)c(O)c1` (stereo not drawn)?
mcGAS inh: -6; NPYLR7 agonist: -9; hcGAS inh: -5

Results for CC(NC(=O)C1CCCN(C(=O)N2CCCC2)C1)c1cccc(NC(=O)c2ccccc2)c1 (stereo not drawn) ?
mcGAS inh: -17; NPYLR7 agonist: 7; hcGAS inh: -8

What do the screens show for `CCS(=O)(=O)c1cccc(C(=O)Nc2c3c(nn2-c2ccccc2)CCC3)c1`?
NPYLR7 agonist: 12; hcGAS inh: 1

How did Cc1ccc(-c2ccc(C(=O)NCC(N)=O)c(F)c2)cc1 do in these assays?
NPYLR7 agonist: 16; hcGAS inh: -9

What do the screens show for `CSCCC(OC(=O)c1ccc(F)cc1)C(N)=O` (stereo not drawn)?
mcGAS inh: -19; NPYLR7 agonist: 3; hcGAS inh: -10

What do the screens show for `COc1ccc(CC(=O)Nc2ccc3c(c2)N(CC(C)C)C(=O)C(C)(C)CO3)cc1`?
NPYLR7 agonist: -8; hcGAS inh: 7

Brought forward from above: five entries; new compounds follow.
Results for CC(NC(=O)C1CCCN(C(=O)N2CCCC2)C1)c1cccc(NC(=O)c2ccccc2)c1 (stereo not drawn) ?
mcGAS inh: -17; NPYLR7 agonist: 7; hcGAS inh: -8

What do the screens show for `CCS(=O)(=O)c1cccc(C(=O)Nc2c3c(nn2-c2ccccc2)CCC3)c1`?
NPYLR7 agonist: 12; hcGAS inh: 1

How did Cc1ccc(-c2ccc(C(=O)NCC(N)=O)c(F)c2)cc1 do in these assays?
NPYLR7 agonist: 16; hcGAS inh: -9

What do the screens show for `CSCCC(OC(=O)c1ccc(F)cc1)C(N)=O` (stereo not drawn)?
mcGAS inh: -19; NPYLR7 agonist: 3; hcGAS inh: -10

What do the screens show for `COc1ccc(CC(=O)Nc2ccc3c(c2)N(CC(C)C)C(=O)C(C)(C)CO3)cc1`?
NPYLR7 agonist: -8; hcGAS inh: 7

What do the screens show for `O=C(NCc1ccccn1)c1cc2sc(Br)cc2n1CC1CCCCO1` (stereo not drawn)?
NPYLR7 agonist: 4; hcGAS inh: 1

Results for COc1ccc(C(=O)C2CCCN(CC(=O)Nc3cnn(C)c3)C2)cc1F (stereo not drawn) ?
NPYLR7 agonist: 27; hcGAS inh: -9

What do the screens show for `COCC1(C(=O)N(C)Cc2nc3ccc(C)cc3[nH]2)CCC1`?
NPYLR7 agonist: 0; hcGAS inh: -2

How did Nc1nnc(CCS(=O)(=O)c2ccc(Br)cc2)s1 do in these assays?
mcGAS inh: 1; NPYLR7 agonist: -10; hcGAS inh: 6

What do the screens show for `N#Cc1c(N)oc(-c2ccccc2)c1-c1ccccc1`?
mcGAS inh: 34; NPYLR7 agonist: 6; hcGAS inh: 50*

What do the screens show for `CCS(=O)(=O)c1ccc(-c2ccc(NS(=O)(=O)c3ccc(C)cc3C)cc2)nn1`?
mcGAS inh: -6; NPYLR7 agonist: 10; hcGAS inh: -8

What do the screens show for `COc1nc(-c2ccccc2C)n(-c2ccc(NC(=O)c3ccc(Cl)c(Cl)c3)cc2)n1`?
mcGAS inh: -7; NPYLR7 agonist: 10; hcGAS inh: -11

What do the screens show for `O=C(N/N=C\c1cccc2ccccc12)C1CC(=O)N(c2ccc(Br)cc2)C1` (stereo not drawn)?
NPYLR7 agonist: -3; hcGAS inh: 3

What do the screens show for `COC(=O)CSc1nnc2[nH]c(=O)c(C)c(C)n12`?
mcGAS inh: -7; NPYLR7 agonist: -11; hcGAS inh: -5

What do the screens show for `CCc1c(C)c(C(=O)NCc2ccc(F)cc2)n(Cc2cccc(C)c2)c1C`?
mcGAS inh: -9; hcGAS inh: -3

What do the screens show for `CC(C)(C)OC(=O)Nc1ccsc1Br`?
NPYLR7 agonist: -3&-1; hcGAS inh: -9&-2

Results for O=C1[C@@H]2C[C@H](O)CCN2C(=O)CN1CCCn1ccnc1 ?
mcGAS inh: -11; NPYLR7 agonist: -5; hcGAS inh: -3

What do the screens show for `CCc1nc2ccc(C(=O)NCC3CCCCC3)cn2c1N(CC)Cc1cccc(Br)c1`?
mcGAS inh: -3; NPYLR7 agonist: 8; hcGAS inh: -2

Results for O=c1c2cnc3nc4ccccc4n3c2ccn1-c1ccc(F)cc1 ?
NPYLR7 agonist: 0; hcGAS inh: -6

Results for NC1=NC(c2ccc(Cl)cc2Cl)n2c(nc3ccccc32)N1 (stereo not drawn) ?
NPYLR7 agonist: 10; hcGAS inh: -2

How did COC(=O)C(C)Sc1ncnc2sc(C)c(C)c12 (stereo not drawn) do in these assays?
NPYLR7 agonist: 5; hcGAS inh: 4

How did O=C(NCc1cnc(-c2ccccc2)s1)C1CCC(=O)N(Cc2ccccn2)C1 (stereo not drawn) do in these assays?
NPYLR7 agonist: 2; hcGAS inh: -7

How did Cc1cc(NC(=O)CSc2nnc(NC3CC3)s2)no1 do in these assays?
NPYLR7 agonist: 9; hcGAS inh: -5

How did CCOC(=O)C(CC)Sc1n[nH]c(=O)[nH]c1=O (stereo not drawn) do in these assays?
mcGAS inh: -2; NPYLR7 agonist: -2; hcGAS inh: -6

How did Nc1cccc2c1C(=O)N(C1CCC(=O)NC1=O)C2=O (stereo not drawn) do in these assays?
mcGAS inh: -10; NPYLR7 agonist: 14; hcGAS inh: -9

Results for CCCN1c2cccc3cccc(c23)S1(=O)=O ?
NPYLR7 agonist: 3; hcGAS inh: -8

What do the screens show for `COc1cc(/C=C2\Oc3cc(OC(=O)N4CCOCC4)cc(C)c3C2=O)cc(OC)c1OC`?
mcGAS inh: -6; NPYLR7 agonist: 6; hcGAS inh: -5

What do the screens show for `Cc1ccc(-c2noc(-c3ccc([N+](=O)[O-])cc3)n2)cc1`?
mcGAS inh: -5; NPYLR7 agonist: 3; hcGAS inh: -6

How did COc1ccc(CCCN2C(=O)O[C@@H]3CN(c4ccnc(SC)n4)C[C@@H]32)cc1 do in these assays?
NPYLR7 agonist: -3; hcGAS inh: -8

How did Cn1nnnc1-c1cccc(NS(=O)(=O)c2cn(C)c(=O)n(C)c2=O)c1 do in these assays?
NPYLR7 agonist: 5; hcGAS inh: 1

Results for Cc1ccc(-c2nc(C)c(C)c(N3CCN(C(=O)Nc4ccccc4Br)CC3)n2)cc1 ?
mcGAS inh: 0; NPYLR7 agonist: -6; hcGAS inh: 1

How did Cc1csc2nc(CSc3nnc(Cc4cccs4)n3C3CC3)cc(=O)n12 do in these assays?
mcGAS inh: -5; NPYLR7 agonist: 1; hcGAS inh: -10

What do the screens show for `CN(C)c1cccc(C(NC(=O)CCC(=O)c2ccc(F)cc2)c2ccc(S(C)(=O)=O)cc2)c1` (stereo not drawn)?
mcGAS inh: -4; NPYLR7 agonist: 1; hcGAS inh: -5

What do the screens show for `O=C1CCCN1CCCN1CC(C(=O)N2CCN(CC3CCCC3)CC2)CCC1=O` (stereo not drawn)?
NPYLR7 agonist: 14; hcGAS inh: -6

What do the screens show for `CCC(C)NC(=O)c1nn(-c2ccc(S(C)(=O)=O)cc2)c(=O)n(CC)c1=O` (stereo not drawn)?
mcGAS inh: -4; NPYLR7 agonist: -3; hcGAS inh: -4

What do the screens show for `Cc1ccc(S(=O)(=O)CCOC2CCCCC2C)nc1` (stereo not drawn)?
NPYLR7 agonist: 7; hcGAS inh: -6

How did CN(CCNC(=O)CCSc1ccc2c(c1)OCCO2)S(C)(=O)=O do in these assays?
NPYLR7 agonist: 4; hcGAS inh: -7

How did C=CCn1c(=O)c2ccccc2n2c(SCC(=O)NCCOc3ccc(C)cc3C)nnc12 do in these assays?
NPYLR7 agonist: 3; hcGAS inh: -6

How did CC(C)Cn1cncc1CNC1CCSCC1 do in these assays?
NPYLR7 agonist: 20; hcGAS inh: -9

What do the screens show for `C=CCN1C(=O)NC(c2cccc(OCc3ccccc3)c2)C2=C1CN(CCc1ccccn1)C2=O` (stereo not drawn)?
mcGAS inh: -9; hcGAS inh: -10

Results for O=C(c1ccc(CSc2nnc(-c3cccs3)n2-c2cccc(Cl)c2)cc1)N1CCCC1 ?
mcGAS inh: -6; NPYLR7 agonist: 20; hcGAS inh: -8

What do the screens show for `CC(C=NN1CCN(Cc2cccc3ccccc23)CC1)=Cc1ccco1`?
mcGAS inh: -7; NPYLR7 agonist: -4; hcGAS inh: -6

Results for O=C(CCc1cc2c(n1-c1ccc(F)cc1Cl)-c1ccccc1CO2)NCCCn1ccnc1 ?
mcGAS inh: -11; NPYLR7 agonist: -3; hcGAS inh: -8

What do the screens show for `CC(C)N(CCc1ccccc1)C(=O)CS(C)(=O)=O`?
NPYLR7 agonist: 12; hcGAS inh: -3

Results for CN(Cc1cn(-c2ccc(F)cc2)nc1-c1ccccc1Cl)Cc1nccn1C ?
NPYLR7 agonist: 1; hcGAS inh: -10

How did CSc1ncc(CNCc2c(F)cccc2Cl)c(N2CCC(N3CCCCC3)CC2)n1 do in these assays?
mcGAS inh: -8; NPYLR7 agonist: 1; hcGAS inh: -5

Results for CCCCNC(=O)NC(C)C(=O)Nc1nnc(-c2ccc(OC)cc2)s1 (stereo not drawn) ?
mcGAS inh: 0; NPYLR7 agonist: 2; hcGAS inh: 4

What do the screens show for `Cc1cccc(S(=O)(=O)N2CCN(C(=O)CC3CCCC3)CC2)c1`?
NPYLR7 agonist: 6; hcGAS inh: 2

How did COCCc1nsc(NC2CCN(c3ccc(C#N)cn3)CC2)n1 do in these assays?
NPYLR7 agonist: 0; hcGAS inh: 6

Results for COc1ccc(-c2coc3cc4oc(=O)c5ccccc5c4cc23)cc1F ?
mcGAS inh: -6; NPYLR7 agonist: -4; hcGAS inh: -3

What do the screens show for `C=CCn1c(C(=O)NCCN2CCCC2)cc2sc(C)cc21`?
NPYLR7 agonist: 4; hcGAS inh: 2

How did CCn1c(=O)c(C)nc2cc(C(=O)OCc3nc(C)no3)ccc21 do in these assays?
mcGAS inh: -3; NPYLR7 agonist: 0; hcGAS inh: 3

What do the screens show for `NCCc1cnc[nH]1`?
mcGAS inh: -4; NPYLR7 agonist: -3&-3&0; hcGAS inh: 0&0&-1

What do the screens show for `COc1ccccc1C(=O)Nn1cnc2c(cnn2-c2ccccc2)c1=O`?
NPYLR7 agonist: 2; hcGAS inh: -13

How did Cc1cc(N2CCN(c3cccc(C(F)(F)F)c3)CC2)nc(SCc2ccc(C(=O)NCCN(C)C)o2)n1 do in these assays?
mcGAS inh: 0; NPYLR7 agonist: -10; hcGAS inh: 0

Results for COc1cccc(OCCOCC(O)CN2CCN(CCO)CC2)c1 (stereo not drawn) ?
mcGAS inh: -5; NPYLR7 agonist: 2; hcGAS inh: -10

Compound activity (PubChem BioAssay)
